# Dynein transport: blocks dynein driven cargo transport along microtubules. 3617.4 mouse cells, GR-EGFP nuclear translocation imaging; test concentration mostly 20 µM; stimulated with dexamethasone, 1 µM; hits give low values. 0.47% of 220,000 active. AID 1381. z-score, hits read low;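 active means plate z-score of nuclear minus cytoplasmic receptor signal below a set negative limit, without overly bright fluorescence or cell loss, cut at about -3.5 in these data, passing the limit was not always enough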;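 further: z-score of nuclear minus cytoplasmic ring GR-EGFP intensity difference per well; some compounds called inactive have numbers as strong as hits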
#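 medium = tetracycline-free induction medium containing charcoal-stripped FBS | also added = 1.0 µM final dexamethasone stimulus | schedule = 48 h induction, 1 h compound, 30 min dex at 37 °C | technique = fixed, Hoechst-stained cells imaged at 10x for EGFP | measure = GR-EGFP nuclear translocation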
# M1AAP inhibition: malaria alanyl aminopeptidase activity blockers – biochemical, fluorogenic H-Leu-NHMec substrate, 1536-well (AID 1445). recombinant M1AAP, H-Leu-NHMec fluorogenic kinetic assay; higher % means a stronger effect. inhibition, % at 30 µM; hits with a dose series show IC50 in µM. 0.42% of 220,000 active;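 active means primary inhibition above the hit cutoff, then over 50% inhibition at one or more dose response concentrations, cut at about 23% in these data, passing the limit was not always enough; inconclusive means conflicting primary data, or primary hits not chosen for dose response; inactive means low primary inhibition, or under 50% at every dose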;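 further: plate controls were DMSO full reaction for no effect and no enzyme background for full effect; strong numbers were not always called active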
# CSM14.1 death rescue: protection against thapsigargin-triggered cell killing – 384-well, CSM14.1, ATP luminescence, primary screen (AID 1222); CSM14.1 thapsigargin-induced death rescue, ATP luminescence; higher % means a stronger effect; cellular ATP content (survival), % at 20 µM; hits with a dose series show EC50 in µM; 190,000 tested, under 10 active;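 active means EC50 below 50 µM in the dose-response confirmation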;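 further: death triggered by thapsigargin at about 15 µM added after 2 h compound pretreatment; cell ATP read after overnight thapsigargin exposure of roughly 18 to 22 hours; normalized against plate controls of thapsigargin alone and 5% DMSO vehicle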
# Yfh1-depleted yeast: mitochondrial function rescue without frataxin homolog – Friedreich's ataxia, plus single-dose screen, dose response (AID 1465); S. cerevisiae Yfh1-off respiration, WST-1 reduction, 72 h; higher fold induction means a stronger effect; fold induction at 50 µM; hits with a dose series show EC50 in µM; 0.074% of 220,000 active;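 active means fold induction of absorbance versus untreated yeast above a set limit, then at least 30% activation at any dose in follow-up; inconclusive means repeats straddling the limit, or above it without dose testing; inactive means fold induction below the set limit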;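 further: activators that raise dye reduction in frataxin-depleted yeast; strong numbers were not always called active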
# Autophagy mod: modulators of autophagy | 0.98% of 190,000 active | AID 463193 | calls only at 10 µM (by protocol) | MEF GFP-LC3 puncta imaging; test concentration mostly 10 µM;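 active means percentage of spot-positive cells more than 3 SD above its plate mean, without a fluorescence outlier flag or 80% toxicity; inconclusive means no clear call, values can overlap the other calls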;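 further: spot-positive cell cutoff set from DMSO-treated cells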
# Lipid droplet: modulators of hepatic lipid droplet formation; AML12 mouse hepatocytes, oleate lipid droplets, BODIPY imaging; inhibition, % at 6.5 µM; 0.4% of 240,000 active; AID 1656;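 active means lipid droplet intensity inhibited by at least 50%, with more than 500 cells counted; inconclusive means wells with under 300 cells, treated as cytotoxic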
#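 Assay system: AML12 hepatocytes (mouse); Probe or stimulus: oleic acid at 100 µM to induce lipid droplet formation; Dosing: compound at 6.5 µM only; Schedule: compound with oleate, overnight; Detection: fluorescence imaging, 20x objective, two fields per well; Measure: % inhibition of lipid droplet signal.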
# MT stabilize HCS: microtubule stabilization, imaging screen. HeLa tubulin immunostaining HCS, 24 h; share of cells brighter than vehicle mean+2SD. AID 2205. 0.83% of 200,000 active. % tubulin-high responders, % at 10 µM;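 active means plate Z-score above 3 for both tubulin-high and condensed-nucleus cell shares, with cell loss under 80%, at 10 µM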;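 further: anti alpha tubulin signal scored within the nucleus-defined area of each cell; some results filed as inactive read as strong as hits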
# P. falciparum M17LAP: P. falciparum M17LAP inhibitors, primary screen, biochemical, fluorogenic H-Leu-NHMec substrate, 1536-well (AID 1619); recombinant M17LAP, H-Leu-NHMec fluorogenic kinetic assay; higher % means a stronger effect; inhibition, % at 30 µM, or IC50 in µM where a hit was titrated; 0.38% of 220,000 active;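 active means compound inhibiting the enzyme by more than half at any dose during confirmatory dose-response retesting; inconclusive means strong single-dose inhibitors picked by rank but not retested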;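 further: plate controls were full reaction with DMSO carrier for no effect and no enzyme background for full effect; strong numbers were not always called active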
# Insulin prom up: MIN6 insulin promoter up-regulation. MIN6 insulin promoter-GFP reporter, high-content imaging; hits give high values. z-score at 5 µM. 0.3% of 190,000 active. AID 1625;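 active means z-score above 3 at 5 µM with at least 500 cells counted in the well; inconclusive means wells under 500 cells, flagged as cytotoxic or low count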
# Dynein transport cytoplasmic EGFP: further read-out of Dynein transport, marked with its call; z-score; measured here: cytoplasmic GR-EGFP intensity; hits give high values
# Dynein transport nuclear GR-EGFP: recorded beside Dynein transport, whose call it bears; z-score; measured here: nuclear GR-EGFP intensity;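 lower value marks the stronger effect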
# Dynein transport cell count: further read-out of Dynein transport, marked with its call; z-score; measured here: cell count per field
# Insulin prom up cell count: further read-out of Insulin prom up, marked with its call; cell count; measured here: cytotoxicity, nuclei count;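 total cells summed across four imaged fields per well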
# Lipid droplet cells 6.5 µM: also measured in Lipid droplet; calls as there; cell count; measured here: cell count, cytotoxicity flag;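 cells counted across two imaged fields per well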
# MT stabilize HCS Hoechst-high %: also measured in MT stabilize HCS; calls as there; % Hoechst-high responders; measured here: nuclear condensation Hoechst responders;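 share of cells brighter than vehicle mean plus two SD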
# MT stabilize HCS cytotoxicity %: further read-out of MT stabilize HCS, marked with its call; toxicity, %; measured here: cytotoxicity by cell density;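 0% = mean cell density of plate MIN control wells and 100% = no cells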
# Autophagy mod cell loss 18 h: further read-out of Autophagy mod, marked with its call; toxicity, %; measured here: cell loss, nuclei count;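 cell loss after 18 h compound exposure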
# Active calls of the source: *; i = inactive; ? = inconclusive; . = no result given.
Structure,Dynein transport,Dynein transport cytoplasmic EGFP,Dynein transport nuclear GR-EGFP,Dynein transport cell count,M1AAP inhibition,CSM14.1 death rescue,Yfh1-depleted yeast,Autophagy mod,Autophagy mod cell loss 18 h,Lipid droplet,Lipid droplet cells 6.5 µM,MT stabilize HCS,MT stabilize HCS Hoechst-high %,MT stabilize HCS cytotoxicity %,P. falciparum M17LAP,Insulin prom up,Insulin prom up cell count
CCOC(=O)N1CCC(N(CCOC)C(=S)Nc2cccc(SC)c2)CC1,3.6,-0.2,1.7,-1.2,-4%,0.8%,i,i,6,2,708,2.8,1.7,12,-9%,.,.
OCCN(CCO)CC(O)COCCC12CC3CC(CC(C3)C1)C2 (centres undefined),-0.72,-0.11,-0.26,0.74,2%,12%,i,i,-8,1,726,1.3,2.3,2.6,2%,1.8,841
Cc1ccc(O)c(C(CC(=O)NC2CCCCC2)c2ccccc2)c1 (centres undefined),-0.58,-0.3,-0.4,0.37,0%,-9.1%,i,i,7,6,701,1.8,2.4,6.2,-4%,-0.38,1377
CCOc1cc(C(c2c(C)[nH][nH]c2=O)c2c(C)[nH][nH]c2=O)ccc1OS(=O)(=O)c1ccccc1,-0.16,-0.097,-0.16,3.5,-13%,-3.5%,i,i,1,11,728,2.0,1.2,4.0,21%,-1.4,887
O=C(Nc1ccc(N2CCOCC2)c(Cl)c1)c1ccc2c(c1)OCCO2,1.3,0.17,1.2,-2.4,0%,0.7%,i,i,6,0,702,2.1,1.0,5.7,10%,-0.36,1641
COc1ccc(CCN2CC(O)=C(c3nc4ccccc4c(=O)[nH]3)C2=N)cc1OC,-0.12,0.11,-0.13,0.39,7%,-2.8%,i,i,2,-9,740,3.6,1.6,4.8,11%,-0.16,1272
CCC(=O)N[C@@H]1CC(C(C)(C)NC(=O)CC)CC=C1C (some centres undefined),-0.77,0.12,-0.21,-0.48,4%,-1.5%,i,i,5,.,.,3.6,2.7,8.6,1%,1.1,1382
O=C(O)CCCNC(=O)/C(=C\C=C\c1ccccc1)NC(=O)c1ccccc1Cl,-0.64,0.064,-0.57,0.62,0%,0.4%,i,i,12,2,717,2.4,2.4,7.0,87µM*,1.1,1515
CCOC(=O)N1CCN(Cc2nc(-c3ccc(C)cc3)no2)CC1,-1.4,-0.28,-0.84,1,-1%,-1.8%,i,i,7,0,692,3.8,1.9,4.2,-5%,-0.08,1940
OCC#CCSc1nnc(-c2ccccc2Br)o1,-1,-0.23,-0.52,0.27,2%,.,i,i,-1,4,712,2.7,0.3,25,11%,0.9,1191
CC1=C(C(=O)NC(C)C)C2(CCC(C)CC2)OC1=O (centres undefined),1.6,-0.16,1.3,-0.85,2%,-1.9%,i,.,.,9,772,6.4,2.1,9.7,12%,-0.46,1267
CC1(C)CC(n2c(=S)[nH]c3ccccc3c2=O)CCO1 (centres undefined),-1.1,-0.2,-0.33,0.88,1%,-1.7%,.,i,-15,-5,655,3.1,3.5,15,-3%,.,.
CO/N=C(/CS(=O)Cc1ccc(Cl)cc1)c1ccc(Cl)cc1 (centres undefined),.,.,.,.,1%,-2.6%,i,i,2,-5,658,0.8,1.6,7.6,-4%,0.21,1938
O=C(/C=C/c1ccc2c(c1)OCO2)c1ccc[nH]1,-0.017,-0.3,-0.27,-0.19,10%,-2.2%,i,i,5,-4,693,4.1,3.1,3.7,9%,-0.26,1311
CCc1ccc2nc(SCC(=O)Nc3nnc(C)s3)c(C)cc2c1,0.79,-0.14,0.15,-0.4,6%,-1.1%,i,i,-11,4,677,4.8,2.3,0.6,0%,0.6,1277
O=C1NCC(NC(=O)C(F)(F)F)c2cc3c(cc21)OCO3 (centres undefined),-0.19,-0.29,-0.1,0.28,0%,-1.1%,i,i,1,-29,643,2.5,1.4,4.6,-2%,0.62,1690
CCN(CC)CCN1C(=O)C(O)=C(C(=O)c2cc3cccc(OC)c3o2)C1c1cccs1 (centres undefined),-0.97,-0.26,-0.51,0.26,9%,.,i,.,.,4,694,.,.,.,16%,-0.32,1492
O=C1OCCC1Sc1nc2ccccc2n1-c1ccccc1 (centres undefined),-0.4,0.034,-0.15,0.24,11%,0.0%,i,i,2,.,.,1.4,2.1,0.1,-8%,-0.08,798
COc1ccc(C2=Nn3c(nnc3-c3ccco3)SC2)cc1OC,1.9,0.00013,1.1,-2.2,12%,8.0%,i,i,4,.,.,2.0,1.2,6.3,17%,0.82,1332
COc1cccc(CN2CCNC(=O)C2CC(=O)N(C)CCc2ccccn2)c1 (centres undefined),0.089,-0.23,0.17,0.25,2%,-1.5%,i,i,17,6,729,3.2,1.9,1.8,4%,-0.55,1391
Cc1ccccc1NC(=O)c1cccc(S(C)(=O)=O)c1,-1.3,-0.16,-0.53,0.4,-1%,-2.2%,i,i,-24,1,649,1.2,2.0,0.6,4%,-0.32,1326
COC(CNC(=O)c1cc(C)nn1-c1ccccc1)OC,0.75,-0.19,0.4,0.48,4%,1.7%,i,i,9,.,.,5.7,2.5,10,-5%,1.2,821
Cn1cccc1CNC(=O)Nc1ccc(Cl)cc1,0.83,-0.19,0.15,-0.77,-4%,-1.7%,i,i,-4,.,.,1.6,1.5,4.6,10%,0.33,1536
O=C(O)C1=C[C@@H](c2csc3ccccc23)C[C@@H](OCCCCO)O1,-0.33,-0.27,0.1,0.18,9%,3.0%,i,i,9,-2,679,4.4,1.4,3.7,0%,0.25,1407
Cc1c(C(=O)O)oc2c1C(=O)CC(C)(C)C2,-0.94,-0.19,-0.66,0.24,3%,-1.1%,i,i,19,-3,729,2.3,1.6,1.7,-1%,0.33,1526
O=c1c2oc3ccccc3c2ncn1Cc1ccccc1F,-0.43,-0.35,-0.18,0.48,11%,15%,i,i,17,.,.,2.7,1.4,5.8,16%,-0.75,1460
COc1ccc(OCC(=O)NCCc2c[nH]c3ccccc23)cc1,0.68,-0.14,0.64,-1.2,12%,0.2%,i,i,-4,-23,621,2.7,2.8,8.7,-9%,0.39,1623
O=C(CSCc1c(Cl)cccc1Cl)Nc1ccc2c(c1)OCCO2,0.034,-0.25,1.1,-0.23,3%,-2.1%,i,i,2,-33,414,3.1,4.9,4.8,1%,.,.
Cc1ccc(OCC(=O)O/N=C(\N)Cc2ccc([N+](=O)[O-])cc2)cc1C,0.89,-0.15,1,-2.4,-2%,.,i,.,.,0,706,.,.,.,-1%,0,1024
Cc1ccc2c(Cl)cc(Cl)c(OCC(=O)Nc3ccc(C)c(S(=O)(=O)N(C)C)c3)c2n1,-0.37,-0.3,-0.25,0.69,10%,3.4%,i,i,5,2,674,7.5,4.7,6.1,10%,0.03,1464
CCN1CCN(C(c2ccccc2F)c2nnnn2Cc2ccc3c(c2)OCO3)CC1 (centres undefined),-1.3,-0.19,-0.33,0.78,9%,-1.7%,i,i,15,.,.,6.1,3.2,4.4,-3%,0.1,1111
CC(=O)c1c(C)nc(Nc2nc(C)c3cc(C)ccc3n2)nc1C,-0.39,-0.37,-0.083,0.29,1%,-0.2%,i,i,-2,-3,716,1.6,3.1,5.6,-5%,0.2,1278
O=C(O)CCCCCN1C(=O)C(O)=C(C(=O)/C=C/c2ccccc2)C1c1ccccc1[N+](=O)[O-] (centres undefined),-1.1,-0.099,-0.31,0.89,10%,-0.1%,i,i,-4,19,790,1.9,1.4,7.2,37%,-0.56,1592
Cc1ccc(N(CC(=O)N/N=C/c2cccc(Br)c2)S(C)(=O)=O)cc1,-0.31,-0.25,-0.37,0.27,5%,8.4%,i,i,-11,-23,635,4.0,1.7,5.0,10%,-0.1,1347
COc1cccc(-n2nc(-c3ccnn3-c3ccccc3)c(=O)n(C)c2=O)c1,0.4,-0.3,-0.065,-0.77,6%,-0.9%,i,i,1,-7,804,1.3,1.6,6.8,-1%,0.74,923
CCC1CCC(C(=O)NC(C(=O)Nc2ccc3c(c2)OCCO3)C(C)C)CC1 (centres undefined),0.59,-0.18,0.49,-0.71,1%,-1.0%,i,i,-14,4,732,1.4,1.1,9.1,12%,-0.41,946
O=C(CNC(=O)c1ccc(Br)cc1)OCc1cc([N+](=O)[O-])cc2c1OCOC2,-0.49,-0.36,-0.029,0.29,-1%,-2.8%,i,i,5,20,714,3.4,2.9,8.5,-3%,-1.1,1390
COc1ccc(/C=N/NC(=O)c2cc(-c3ccccc3OC)nc3ccccc23)cc1COC(C)=O,-0.54,-0.2,0.027,0.65,4%,-0.4%,?,i,-33,.,.,2.5,2.0,12,-7%,0.17,1349

# Assay outcomes deposited in PubChem BioAssay by several laboratories.

# Random draw from the library; 3.5% or so of the library scored in one or more.
